# SENP8 inh: SENP8 protease inhibition; Q96LD8; purified SENP8, Z-RLRGG-aminoluciferin cleavage, luminescence; inhibition, % at 10 µM; 1.2% of 330,000 active; AID 2540
# Target sequence (Q96LD8 whole entry, looked up): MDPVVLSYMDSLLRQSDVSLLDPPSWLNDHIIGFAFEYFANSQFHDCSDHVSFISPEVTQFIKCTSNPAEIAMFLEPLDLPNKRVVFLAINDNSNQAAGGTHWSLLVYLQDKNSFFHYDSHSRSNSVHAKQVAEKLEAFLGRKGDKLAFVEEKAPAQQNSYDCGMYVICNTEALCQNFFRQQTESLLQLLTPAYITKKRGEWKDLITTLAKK
# Gli-Sufu block: Gli-Sufu pathway antagonism; inhibition, % at 5 µM; 0.74% of 340,000 active; Sufu-KO-LIGHT fibroblasts, Gli luciferase reporter luminescence;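 active = inhibition above about 55%, limit read from the data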;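 note: 0% = DMSO-treated cells and 100% = wells with medium but no cells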
# 697 NFkB inh: lowers PMA/ionomycin-induced NF-kB signal in 697 B cells; 697 B-cell NF-kB luciferase reporter, 16 h; inhibition, % at 4 µM; 0.33% of 330,000 active; AID 435022; in the data active = inhibition above about 35%
# HKDC1 inhibitor: inhibitors of human hexokinase HKDC1 | Q2TB90 | recombinant HKDC1, G6PDH/diaphorase resazurin coupled fluorescence | inhibition, % at 20 µM | 0.16% of 340,000 active | AID 493160;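 active = inhibition above about 35% when tested at 20 µM, limit read from the data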;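 note: plate controls were DMSO wells with enzyme for no effect and DMSO wells lacking enzyme for full effect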
#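 Assay system: recombinant HKDC1 hexokinase; detection: coupled resazurin fluorescence, excitation 525 nm, emission 613 nm; benchmarks: DMSO-plus-enzyme-mix negative control, buffer-substituted positive control; compound dosing: single 20 µM dose; schedule: 90 min at room temperature in dark; also added: glucose plus 1 mM ATP as hexokinase substrates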
# SENP7 inh: inhibitors of human SENP7 protease; Q9BQF6; recombinant SENP7, Z-RLRGG-aminoluciferin luminescence, 40 min; inhibition, % at 5 µM; 1.5% of 330,000 active; AID 434973;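 active = inhibition above about 50% at the single test dose, limit read from the data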;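 note: plate controls were DMSO with enzyme for no effect and no enzyme buffer wells for full effect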
# Target sequence (Q9BQF6 706-1050 limits assumed): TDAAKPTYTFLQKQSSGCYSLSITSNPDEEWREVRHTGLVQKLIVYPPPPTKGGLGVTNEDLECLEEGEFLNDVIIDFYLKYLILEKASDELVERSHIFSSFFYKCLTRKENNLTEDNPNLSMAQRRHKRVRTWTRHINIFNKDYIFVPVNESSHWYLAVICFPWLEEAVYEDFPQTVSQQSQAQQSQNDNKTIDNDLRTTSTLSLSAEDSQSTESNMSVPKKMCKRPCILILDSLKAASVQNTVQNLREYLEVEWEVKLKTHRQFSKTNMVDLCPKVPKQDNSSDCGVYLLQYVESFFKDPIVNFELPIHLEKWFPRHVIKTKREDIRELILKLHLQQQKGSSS
# Jurkat NFkB inh: lowers PMA/ionomycin-induced NF-kB signal in Jurkat cells. PMA/ionomycin-induced NF-kB luciferase reporter, luminescence. inhibition, % at 4 µM. 0.53% of 330,000 active. AID 435003
# Apaf-1 inh: human Apaf-1 inhibition | reconstituted apoptosome caspase-3 activity, DEVD-Rh110 fluorescence | inhibition, % at 20 µM | 0.71% of 330,000 active | AID 489030 | O14727; active = inhibition of at least 40% at 20 µM;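 note: plate controls were DMSO wells for no effect and DEVD-CHO caspase inhibitor wells for full effect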
#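 Material: biochemical Apaf-1 apoptosome reconstitution. Medium: Hepes buffer, pH 7.5. Also added: cytochrome c activation, bis-DEVD rhodamine 110 substrate. Timing: 30 min compound preincubation, 50 min activation, room temperature. Measured by: rhodamine 110 fluorescence at Ex 480/Em 540 nm.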
# UBC13 inh: inhibitors of human UBC13 polyubiquitin chain formation. P61088. TR-FRET. inhibition, % at 20 µM. 0.47% of 330,000 active. AID 485273; in the data active = inhibition above about 45%, passing the limit was not always enough
# Target sequence (P61088 whole entry, looked up): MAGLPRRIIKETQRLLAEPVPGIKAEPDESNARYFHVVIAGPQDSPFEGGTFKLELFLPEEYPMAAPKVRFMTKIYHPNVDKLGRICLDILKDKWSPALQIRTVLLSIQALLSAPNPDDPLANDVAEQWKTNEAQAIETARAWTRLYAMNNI
# Active calls of the source: *; . = not tested or not shown. Cut-off read from the data, not from the text of the source, unless noted: active = inhibition above about 50%; inactive = the rest. Not a hit list (roughly 3.6% active in at least one column).
SMILES,SENP8 inh,Gli-Sufu block,697 NFkB inh,HKDC1 inhibitor,SENP7 inh,Jurkat NFkB inh,Apaf-1 inh,UBC13 inh
O=C(NC1CCCC1)C(c1ccc(F)cc1)N(Cc1ccc(Cl)cc1)C(=O)CCl (centres undefined),-10,1,-3,8,-8,0,9,-5
Cc1cccc(Nc2nnc(SCC(=O)NC3CCCc4ccccc43)s2)c1 (centres undefined),-2,8,6,-5,5,2,24,0
COc1cc(-c2n[nH]c(=S)n2-c2ccc(Br)cc2)cc(OC)c1OC,-10,-7,-5,-3,10,0,-13,-4
CN(C)C1=NC[C@H](Cc2ccccc2)N1CC1CCC(C(C)(C)C)CC1 (some centres undefined),0,26,12,-3,-8,12,15,26
CCc1ccc2[nH]c(=O)c(CN(CCN(CC)CC)C(=O)NC3CCCCC3)cc2c1,12,-1,-10,-8,1,-4,-2,14
COc1ccc(CN(C)C2c3ccccc3-c3ccccc32)cc1,-6,7,10,-2,0,3,9,1
CCCCn1c(SCc2c(C)noc2C)nc2cc(S(N)(=O)=O)ccc21,-5,51,27,1,18,-24,13,2
Cc1ccccc1CN1CCN(CCCc2ccccc2)C(CCO)C1 (centres undefined),7,30,-8,-3,-4,24,-1,8
COc1ccc(NC(=O)COC(=O)c2ccc(S(=O)(=O)N(C)c3ccccc3OC)cc2)cc1OC,-2,.,10,1,-2,18,5,4
Cc1ccc2[nH]c(=O)c3cc(C(=O)N4CCN(C(=O)c5ccco5)CC4)sc3c2c1,0,-9,6,-1,2,23,-1,16
Cc1cc(C(=O)NNC(=O)COc2ccccc2Cl)n[nH]1,-10,0,4,-4,-10,18,1,0
Cc1c(C(=O)Nc2ccncc2)sc2nc(-c3ccc(F)cc3)cn12,8,20,-30,8,-1,0,-44,16
Cc1ccc(C(=O)COC(=O)CNC(=O)c2ccc(Br)o2)cc1[N+](=O)[O-],4,.,0,-2,5,-18,-25,-1
CN(Cc1ccccc1F)c1ccc(S(=O)(=O)N2CCCC2)cn1,5,-8,-8,-10,-2,6,-2,6
CN(C(=O)c1ccc(NC(=O)Cc2ccc(NC(=O)C3CCN(C(=O)c4ccccc4)CC3)cc2)cc1)C1CC1,-5,-2,8,-5,8,2,-7,-4

# Some of these compounds in order of the HKDC1 inhibitor value, low to high.
Structure | HKDC1 inhibitor
CCc1ccc2[nH]c(=O)c(CN(CCN(CC)CC)C(=O)NC3CCCCC3)cc2c1 | -8
Cc1cccc(Nc2nnc(SCC(=O)NC3CCCc4ccccc43)s2)c1 (centres undefined) | -5
Cc1cc(C(=O)NNC(=O)COc2ccccc2Cl)n[nH]1 | -4
Cc1ccccc1CN1CCN(CCCc2ccccc2)C(CCO)C1 (centres undefined) | -3
COc1ccc(CN(C)C2c3ccccc3-c3ccccc32)cc1 | -2
COc1ccc(NC(=O)COC(=O)c2ccc(S(=O)(=O)N(C)c3ccccc3OC)cc2)cc1OC | 1
O=C(NC1CCCC1)C(c1ccc(F)cc1)N(Cc1ccc(Cl)cc1)C(=O)CCl (centres undefined) | 8

# Next records follow:
SMILES,SENP8 inh,Gli-Sufu block,697 NFkB inh,HKDC1 inhibitor,SENP7 inh,Jurkat NFkB inh,Apaf-1 inh,UBC13 inh
Cc1nnc(NC(=O)CSc2nnc(CNC(=O)C34CC5CC(CC(C5)C3)C4)n2C2CCCCC2)s1,-16,6,-4,-6,-8,-6,24,2
CCC(CC)NC(=O)COn1nnc2ccc(S(=O)(=O)N3CCOCC3)cc21,-27,-2,17,-3,9,-1,0,-4
O=C(N/N=C/c1ccc(O)cc1)c1cccc(C(F)(F)F)c1,-7,6,-9,-11,-1,2,1,3
Cc1ccccc1NS(=O)(=O)c1ccc(C(=O)N2CCCC2)cc1,1,4,8,-2,0,-13,5,-1
COCCCNc1oc(-c2ccccc2OC)nc1C#N,9,0,4,-1,0,-16,-6,19
CCN(CC)CCNC(=O)/C(=C/c1cn(CC)c2ccccc12)NC(=O)c1cc(OC)c(OC)c(OC)c1,-3,15,22,-11,6,-11,-2,25
CC(C)OP(=O)(OC(C)C)C(NC(=O)c1ccccc1)C(N)=O (centres undefined),11,-5,5,-3,4,15,-11,1
CCc1ccccc1NC(=O)/C(=C/c1ccco1)c1ccccc1,-8,3,15,1,18,-12,7,-7
COc1ccc(NC(=O)COC(=O)C2CC(=O)N(c3ccc(C)cc3)C2)cc1 (centres undefined),-10,-17,-28,-3,-8,-48,8,0
CC(C)(C)C(=O)c1cnc(Nc2ccccc2Cl)s1,79*,8,-87,-3,83*,-128,10,17
O=C(NCCCn1ccnc1)c1cc(Br)c(Br)s1,-4,7,-15,-1,2,7,-5,5
Cc1ccc(S(=O)(=O)N(CC(=O)N/N=C/c2ccccc2C(=O)O)c2cc(Cl)cc(Cl)c2)cc1,5,0,3,-7,6,-11,18,-16
COc1ccc2oc(C(=O)OCC(=O)NC(=O)c3ccccc3)c(C)c2c1,6,2,-20,2,-8,-14,-1,13
COC(=O)c1ccc(OC(=O)C23CCC(C)(C(=O)O2)C3(C)C)cc1 (centres undefined),-7,-2,13,-2,1,-9,-17,-8
CCC(=O)Nc1cccc(-c2nc3ccc(C)cc3o2)c1,23,-71,-73,-5,23,-67,2,2

# Records listed above shown as hits in SENP7 inh:
Molecule,697 NFkB inh,HKDC1 inhibitor,SENP7 inh,Jurkat NFkB inh,UBC13 inh
CC(C)(C)C(=O)c1cnc(Nc2ccccc2Cl)s1,-87,-3,83*,-128,17

# More compounds follow:
SMILES,SENP8 inh,Gli-Sufu block,697 NFkB inh,HKDC1 inhibitor,SENP7 inh,Jurkat NFkB inh,Apaf-1 inh,UBC13 inh
CCCN(CCC)CCCNC(=O)CCNS(=O)(=O)c1ccc(Br)cc1,-7,11,-12,3,4,-5,-1,10
Cc1c(C)c2cc3c4c(oc3c(C)c2oc1=O)CCCC4,10,-20,-43,-14,6,-28,21,6
Oc1ccccc1-c1cc(-c2ccc(Cl)cc2)n[nH]1,90*,14,-241,2,92*,-129,20,14
Cc1cnc(SCc2cnc(C)nc2N)nc1,-2,-17,19,-5,-15,-6,-12,17
CCc1ccc(-n2c(CSc3nnnn3-c3ccccc3)nc3ccccc3c2=O)cc1,4,-3,2,-4,-9,7,9,-3
Cc1cc(C)c(C#N)c(SCc2ccc([N+](=O)[O-])cc2)n1,-1,4,3,-5,0,4,-12,-9
O=c1[nH]c2cc([N+](=O)[O-])c([N+](=O)[O-])cc2[nH]c1=O,9,-7,-6,-5,10,0,2,-20
CC(C)NC(=O)c1ccc2c3n(nc2c1)-c1ccc(Cl)cc1CO3,54*,-94,-65,-5,-1,-30,7,-5
COc1cc(S(=O)(=O)N2CCCCC2)ccc1NC=O,1,-7,19,1,10,-12,7,4
COc1ccc(C(C)(C)C)cc1S(=O)(=O)N1CCC(C(N)=O)CC1,-3,10,18,-6,8,-14,-7,7
CSc1scc2c1-c1nc(SCC(=O)C(C)(C)C)ncc1CC2,-2,7,0,7,12,-12,1,-3
Cn1cnc([N+](=O)[O-])c1Nc1ccccc1O,-8,3,10,4,-11,-6,5,-11
COc1ccc(C(CC(=O)N2CCOCC2)c2c(OC)cc(OC)c3c(-c4ccccc4)cc(=O)oc23)cc1 (centres undefined),-10,-18,25,2,9,2,16,0
COc1ccc2[nH]c(C)c(CN3CCCCC3)c(=O)c2c1,-2,3,16,9,5,14,-9,7
COc1ccc(/C=C/C(=O)OCC(=O)Nc2ccc(N3CCOCC3)cc2)cc1OC,-4,1,9,-7,0,-1,-25,16
NC(=O)CC1C(=O)N(c2ccccc2)C(=S)N1NC(=O)c1ccccc1 (centres undefined),6,1,-3,11,-3,-42,-4,5
Cc1ccc(C)n1-c1ccc(N2CCOCC2)cc1,-6,-8,0,6,1,8,3,-13
C=C1CCN([C@@H](CC(C)C)C(=O)NCc2cc(OC)c(OC)c(OC)c2)S(=O)(=O)c2ccccc21,1,7,9,-4,-8,15,1,8
CN(C)CCCN(C(=O)c1nc2ccccc2s1)c1nc2ccc(F)cc2s1,0,-4,13,-5,2,-1,-2,21
CCOc1ccc(N(CC(=O)Nc2ccc(C)cc2)S(C)(=O)=O)cc1,-12,-32,-46,-6,8,-30,9,6
c1ccc2c(c1)ncn2Cc1nnc2sc(-c3ccc4c(c3)OCO4)nn12,1,2,-12,2,-2,6,3,8
CC(=O)NNC(=O)c1csc(Cc2c(Cl)sc3ccc(Cl)cc23)n1,1,10,9,-11,1,-17,-3,-4
Cc1cc(C)cc(CN2C(=O)NC3(CCCCCC3)C2=O)c1,-7,-6,-12,8,-10,11,9,-3
c1ccc(Cc2nc3ccccc3n2Cc2ccccc2)cc1,-2,5,-44,2,-8,4,4,7
CC(CN1CCOCC1)OC(=O)c1cccc(Cl)c1 (centres undefined),-5,1,-19,-4,1,-12,-1,0
COc1ccccc1S(=O)(=O)N1CCNC(=O)C1,-2,-5,7,-3,4,6,-3,10
O=S(=O)(NCC(Nc1ccc(Cl)cc1)c1ccccc1)c1ccc(Cl)cc1 (centres undefined),-1,-4,5,11,1,5,13,9
COc1ccc(C(=O)Nc2ccc(NC(=O)C3CCCCC3)nc2)cc1,0,4,11,-3,1,-11,1,1
CCCNC(=O)CN1C(=O)NC2(CCCc3cc(OC)ccc32)C1=O (centres undefined),-3,1,8,-9,-11,-14,-17,6
COC(=O)[C@@H](Cc1ccccc1)NC(=O)NCCc1c[nH]c2ccccc12,7,4,-11,-7,2,-6,0,6

# Three compounds from above with just HKDC1 inhibitor:
Structure	HKDC1 inhibitor
Oc1ccccc1-c1cc(-c2ccc(Cl)cc2)n[nH]1	2
Cc1cnc(SCc2cnc(C)nc2N)nc1	-5
CCc1ccc(-n2c(CSc3nnnn3-c3ccccc3)nc3ccccc3c2=O)cc1	-4

# Other results:
SMILES,SENP8 inh,Gli-Sufu block,697 NFkB inh,HKDC1 inhibitor,SENP7 inh,Jurkat NFkB inh,Apaf-1 inh,UBC13 inh
CCC1CCC/C1=N\NC(=O)c1ccc(Cl)cc1 (centres undefined),-5,-2,8,2,-6,0,-11,7
COC(=O)c1cc(OC)c(OC)cc1N1C(=O)CC(C)(C)CC1=O,-1,7,15,-4,-1,-8,2,2
COCCn1c(-c2ccc(F)cc2)nc2oc3cc(OC)ccc3c(=O)c2c1=O,-7,2,0,-12,10,10,-4,2
COc1ccc(NC(=S)NCCCN2CCN(C3CCCCC3)CC2)cc1,0,0,11,-1,-3,8,-6,1
CC(CCc1ccc(O)cc1)NC1C2CC3CC(C2)CC1C3 (centres undefined),4,14,0,-11,2,-10,1,13
Cc1nc2nc[nH]n2c(=O)c1C/C=C/c1ccccc1,-4,26,-3,-1,2,22,-2,-3
CC1CCN(C(=O)c2[nH]cnc2C(=O)N2CCN(C(=O)OC(C)(C)C)CC2)CC1,0,14,1,-1,5,-12,-8,2
Cc1ccc(S(=O)(=O)N2CCN(C(=O)CSc3nnnn3C)CC2)c(C)c1,1,-6,-11,-8,-5,-14,2,0
O=[N+]([O-])c1ccccc1N=Nc1ccc(O)cc1,15,-15,-70,4,2,-36,3,-44
COC(=O)c1ccc(Cn2c(CN3CCOCC3)nc3ccccc3c2=O)o1,1,4,-16,-1,7,-6,5,34
CCOC(=O)CC(NC(C)=O)c1ccc([N+](=O)[O-])cc1 (centres undefined),-8,-1,-7,13,-11,-7,4,-3
C=CCC[C@@H](Cc1ccc(F)cc1)C(=O)OC[C@@H](Cc1ccccc1)NC(=O)[C@@H](CC=C)CC(=O)N[C@@H](CO)Cc1ccccc1,-11,9,-20,-4,7,-5,19,-15
CCn1cc(C(=O)N2CCn3c(nc4ccccc43)C2)c(=O)c2ccc(C)nc21,4,8,-2,-3,5,0,4,-2
O=C(NCc1cccnc1)c1cnn2ccccc12,3,5,9,-6,0,8,-3,9
O=C(COC(=O)COc1ccccc1)Nc1cccc([N+](=O)[O-])c1,0,-2,-1,0,5,-2,0,5
C1CCc2nnc(C3CC3)n2CC1,0,4,9,-6,8,1,-3,5
O=C(NCC1CCCO1)C(C(=O)c1ccc(F)cc1)n1ccccc1=O (centres undefined),-3,-6,16,-4,-3,1,-4,6
COc1cc(C(=O)Nc2ccc(S(=O)(=O)N3CCOCC3)cc2)c([N+](=O)[O-])cc1OC,5,-5,-28,4,-1,-21,4,-7

# Screening results (PubChem BioAssay)
